# CD40 NFkB inh = CD40 pathway inhibition in BL2 cells | 83,000 tested, 0.94% active | BL2 NF-kB luciferase reporter, CD40L-induced, 4 h | inhibition, % at 10 µM;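 active = mean inhibition of at least 50% with a set share of replicates also reaching that level; inconclusive = no clear call, values can overlap the other calls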;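 note: 0% = neutral control wells and 100% = IKK inhibitor VII at 50 µM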
# * hit, by the source's call; ? = inconclusive; & = joins results of further samples; [ ] = remark or other dose. A portion of the library, so the mix of outcomes need not match the whole.
# A first look:
smiles | CD40 NFkB inh
CCOc1ccccc1C(=O)NCC(=O)NC(C)c1ccc(-n2ccnc2)cc1 (stereo unspecified) | -4.7
CCCNC(=O)N1[C@H](CO)[C@@H]2c3ccccc3N(C(=O)Nc3ccccc3)C[C@@H]21 | -24.2

# All compounds of this part, repeating the preview:
smiles | CD40 NFkB inh
CCOc1ccccc1C(=O)NCC(=O)NC(C)c1ccc(-n2ccnc2)cc1 (stereo unspecified) | -4.7
CCCNC(=O)N1[C@H](CO)[C@@H]2c3ccccc3N(C(=O)Nc3ccccc3)C[C@@H]21 | -24.2
COc1ccc(C#Cc2ccc3c(c2)[C@H]2[C@H](CCN2S(=O)(=O)c2ccccc2C)[C@H](CO)N3C)cc1 | 8.2[25 µM]
Oc1ccc(C=NN=C2c3ccccc3-c3ccccc32)c(O)c1 | -65.5
CC(=O)NC12CC3CC(C1)CC(C(=O)OCC(=O)c1ccc4c(c1)OCCO4)(C3)C2 | 59.3*
O=C(C(c1ccccc1)c1ccccc1)N1CCN(Cc2ccccn2)CC1 | 6.2
Cc1ccc(OC(=O)CCC(=O)Oc2ccc(C)cc2C)c(C)c1 | -0.3
CC(O)(c1cccc(F)c1)c1nc(-c2csc3ccccc23)cs1 (stereo unspecified) | 5.4
Cc1ccccc1S(=O)(=O)N1CC[C@@H]2[C@H]1c1cc(-c3ccc(C#N)cc3)ccc1N(C)[C@H]2CO | 7.6[25 µM]
C[C@@H]1CN([C@@H](C)CO)S(=O)(=O)c2ccc(C#Cc3ccccc3F)cc2O[C@H]1CN(C)C(=O)Cc1cccnc1 | ?
O=C(NCCOC(=O)c1ccc(S(=O)(=O)N2CCOCC2)cc1)c1cccnc1 | 20.1
Cc1c(NC(=O)c2cn3ccccc3n2)cccc1-n1cnnn1 | -8.1
Cc1ccc(-n2ncc3c(N4CCN(c5ccccc5)CC4)ncnc32)c(C)c1 | 14.8
O=C(NCc1ccccn1)c1cc(-c2ccncc2)nc2ccccc12 | -4.1
CCCCn1c(N)c(N(CCOC)C(=O)c2cc(C)oc2C)c(=O)[nH]c1=O | 1.5
Cc1onc(-c2ccccc2)c1C(=O)Nc1cccc(S(=O)(=O)N2CCCCC2)c1 | 10.5
Cc1ccc2c(CC(=O)NCc3cccs3)coc2c1 | -38.8
CC(C)C#Cc1ccc([C@H]2[C@@H](C#N)N(C(=O)c3ccccn3)[C@H]2CO)cc1 | 40.2[25 µM]
COc1cccc(NC(=O)CN(C)C(C)C(=O)NC(=O)NC2CCCCC2)c1 (stereo unspecified) | 11.0
O=C(Oc1ccccc1OC(=O)N1CCOCC1)N1CCOCC1 | 3.3
CO[C@H](CN(C)Cc1ccc2c(c1)OCO2)[C@@H](C)CN(C(=O)Nc1ccc(F)cc1)[C@@H](C)CO | -6.6[25 µM]
Cc1nc(SCC(=O)NCC2CCCO2)[nH]c(=O)c1C (stereo unspecified) | 2.3
Cc1onc(-c2c(Cl)cccc2Cl)c1C(=O)c1c[nH]c(C(=O)NC2CC2)c1 | 14.3
O=C(c1ccco1)N1CCN(Cc2cc(=O)oc3cc(O)ccc23)CC1 | 3.3
C[C@@H]1CN([C@@H](C)CO)C(=O)c2c(c3ccccc3n2C)-c2ccccc2CO[C@@H]1CN(C)C(=O)N[C@H](C)c1ccccc1 | 6.0
CO[C@@H]1CN(C)C(=O)c2cc(NS(=O)(=O)c3cccc(Cl)c3)ccc2OC[C@@H](C)NC[C@@H]1C | -9.5[25 µM]
O=C(Nc1ccc2c(c1)OCCO2)c1ccc(NC(=O)C2CCCO2)cc1 (stereo unspecified) | -20.2
C=CCN(c1ccc(C(=O)N2CCCC2)cc1)S(C)(=O)=O | -11.3
Cc1cn([C@H]2C=C[C@@H](CO)O2)c(=O)[nH]c1=O | 12.5&-1.2&14.3
COc1ccc(S(=O)(=O)N2CCCCC2)cc1NC(=O)C1CC(=O)N(c2ccc3c(c2)OCCO3)C1 (stereo unspecified) | -16.7
Cc1ccc(CN2CCNC(=O)C2CC(=O)N(C)Cc2cnccn2)cc1 (stereo unspecified) | 6.2
CN(CC(=O)Nc1ccc(Cl)c(C(F)(F)F)c1)C(=O)C1CSC2(C)CCC(=O)N12 (stereo unspecified) | 20.6
COc1ccccc1NC(=O)N1C[C@@H]2N[C@H](C1)C2c1ccc(-c2ccccc2)cc1 (stereo partly specified) | 1.8&-3.7
O=C(NCc1ccco1)c1c2c(nc3ccccc13)CCC2 | -20.3
c1ccc2c(c1)CCOC2CNCCCN1CCCCC1 (stereo unspecified) | 10.2
O=C(COc1ccccc1)Nc1nc(-c2cccnc2)cs1 | 5.7
CC(C)(CNC(=O)c1ccc(NS(=O)(=O)c2ccc(F)c(F)c2)cc1)N1CCOCC1 | 5.0
O=S(=O)(c1ccc(Cl)cc1)N(CCCN1CCOCC1)Cc1cccs1 | 10.1
CC1=NN(C(=O)c2ccc(Cn3ccc([N+](=O)[O-])n3)cc2)C(O)(C(F)(F)F)C1 (stereo unspecified) | 4.1
COc1ccccc1CNC(=O)C[C@H]1C[C@H]2c3cc(NC(=O)Nc4ccccc4F)ccc3O[C@H]2[C@H](CO)O1 | 4.7[25 µM]
COc1ccc(N2CCN(C(=O)COC(=O)CCOc3ccccc3C)CC2)cc1 | 5.3
Cc1cc(NC(=O)c2cc3n(n2)C(C(F)(F)F)CC(c2ccco2)N3)no1 (stereo unspecified) | 1.7
COc1ccc2c(c1)CCc1c(C(=O)N3CCCCCC3)noc1-2 | -46.7
O=C(COC(=O)c1cccc(OC(F)F)c1)NCC1CCCO1 (stereo unspecified) | -6.8
CC(C)(C)NC(=O)C(c1cccs1)N(Cc1cccs1)C(=O)c1csnn1 (stereo unspecified) | 11.0
Cc1nc(-c2ccc(S(=O)(=O)N3CCN(CCc4ccccc4)CC3)s2)cs1 | 15.9
Cc1ccc(C(=O)CN2C(=O)NC3(CCCCC3C)C2=O)s1 (stereo unspecified) | -9.5
O=C(NCCCCNC(=O)c1ccco1)c1ccco1 | 1.2
O=S(=O)(c1cccs1)N1CN(Cc2ccccc2)c2nc3ccccc3nc21 | -37.1
O=C1CCCN1CCC(=O)N1CCCC(CO)(Cc2ccccc2)C1 (stereo unspecified) | -106.0
O=C(Nc1nccs1)c1ccc(COc2ccccc2)o1 | -63.3
CCN(CC)c1ncnc2c1cnn2C | 11.1
Oc1ccc2ccccc2c1CN1CCCC1 | 3.5
CC(=O)c1cc(-c2ccccc2)[nH]c1N1CCOCC1 | -11.5
O=C(O)CC(Cc1ccccc1)c1ccc2c(c1)OCO2 (stereo unspecified) | 1.2
CCN(CC)CCC12CC(C)OC1=Nc1ccccc1NC2=O (stereo unspecified) | -6.3
CCS(=O)(=O)Nc1ccc2c(c1)C(=O)N(C)C[C@H](OC)[C@H](C)CN(CC1CCCC1)[C@@H](C)CO2 | -2.8
COc1ccc(NS(=O)(=O)c2ccc(N3CCCCC3)c(N)c2)cc1 | -7.3
Cc1noc(C)c1S(=O)(=O)N(C)C[C@H]1OCCCC[C@@H](C)Oc2ccc(NC(=O)CCC(F)(F)F)cc2C(=O)N([C@H](C)CO)C[C@@H]1C | -8.4[25 µM]
CC(C)(CNC(=O)c1ccc(S(=O)(=O)Nc2cccc(C(F)(F)F)c2)cc1)N1CCOCC1 | 7.5

# Exported with the structure last: 4 of the compounds above.
CD40 NFkB inh,SMILES
-6.3,CCN(CC)CCC12CC(C)OC1=Nc1ccccc1NC2=O (stereo unspecified)
-2.8,CCS(=O)(=O)Nc1ccc2c(c1)C(=O)N(C)C[C@H](OC)[C@H](C)CN(CC1CCCC1)[C@@H](C)CO2
-7.3,COc1ccc(NS(=O)(=O)c2ccc(N3CCCCC3)c(N)c2)cc1
-8.4[25 µM],Cc1noc(C)c1S(=O)(=O)N(C)C[C@H]1OCCCC[C@@H](C)Oc2ccc(NC(=O)CCC(F)(F)F)cc2C(=O)N([C@H](C)CO)C[C@@H]1C

# The listing continues:
smiles | CD40 NFkB inh
O=S(=O)(c1ccc(N2CCOCC2)nc1)N(Cc1ccccn1)Cc1ccccn1 | 2.4
Cc1cc(-c2onc(C)c2C(=O)Nc2ccc(C(F)(F)F)cc2)no1 | -4.5
CCc1noc(C)c1C(=O)N(CC(C)C)c1c(N)n(Cc2ccccc2)c(=O)[nH]c1=O | 2.9
COCCCNC(=O)c1ccc(NS(C)(=O)=O)cc1 | -13.4
CCOC(=O)N1CCN(C(=O)c2ccc(S(=O)(=O)NCc3ccco3)cc2)CC1 | 5.3
Cc1ccc2nc3c(c(C(=O)OCC(=O)NC4CCS(=O)(=O)C4)c2c1)CCCC3 (stereo unspecified) | 14.4
COc1ccc(Cc2nc3ccc(C(=O)NCCc4ccncc4)cc3o2)cc1OC | 3.9
CCC(C)NC(=O)C1(N2C(=O)c3ccccc3C2=O)CCCC1 (stereo unspecified) | 1.4
O=C(NCCCN1CCOCC1)c1cn(-c2ccccc2)nc1-c1cccs1 | -3.4
O=c1cc(-c2ccccc2)c2cc3c(cc2[nH]1)OCCO3 | 5.8
Cc1occc1C(=O)N1CCN(C(c2ccccc2)c2ccccc2)CC1 | 10.4
CC(NC(=O)C(=O)N/N=C/c1ccccc1)c1ccccc1 (stereo unspecified) | 17.1
COC(=O)c1ccccc1NC(=O)c1ccc2c(c1)CC(C)O2 (stereo unspecified) | -16.3
Cc1ccc(S(=O)(=O)N(Cc2cc3ccccc3[nH]c2=O)CC2CCCO2)cc1 (stereo unspecified) | -5.9
C[C@@H]1CN([C@H](C)CO)C(=O)c2cc(C#CC3(O)CCCC3)cnc2O[C@@H]1CN(C)S(=O)(=O)c1cccc(F)c1 | -0.3[25 µM]
O=C(COC(=O)c1ccccc1F)NCc1ccc2c(c1)OCO2 | 5.8
COc1ccc2cc(C3CC(c4ccco4)=NN3S(C)(=O)=O)c(Cl)nc2c1 (stereo unspecified) | -10.1
O=C(O)c1ccc2c(c1)CCCN2 | -8.7
Nc1nc(-c2ccco2)cs1 | -4.0
O=C(Cn1cnc2c(oc3nc4c(cc32)CCCC4)c1=O)Nc1ccccc1 | -11.5
COC(=O)c1c(C)[nH]c(-c2csc(N)n2)c1C | -15.0
C[C@H](CO)N1C[C@H](C)[C@@H](CN(C)S(=O)(=O)c2ccc(-n3cccn3)cc2)OCc2cnnn2CCCC1=O | -5.4[25 µM]
O=C1c2ccccc2C(Nc2ccc3c(c2)OCCO3)N1Cc1ccco1 (stereo unspecified) | -13.0
O=C(c1cccc(NS(=O)(=O)c2ccc(F)c(F)c2)c1)N1CCCCC1 | 11.1
N#C[C@@H]1[C@@H](c2ccc(-c3cncnc3)cc2)[C@H](CO)N1C(=O)C1CCOCC1 | -1.6
C/C=C/c1ccc([C@@H]2[C@@H](CO)N(C(C)=O)C23CN(C(=O)NC2CCCCC2)C3)cc1 | 6.9[25 µM]
N#C[C@H]1[C@@H](c2ccc(C3=CCCC3)cc2)[C@@H](CO)N1C(=O)C1CCOCC1 | -6.9[25 µM]
CN1CCN(C(=O)C[C@@H]2C[C@H]3c4cc(NC(=O)C5CCC5)ccc4O[C@H]3[C@H](CO)O2)CC1 | 6.2[25 µM]
Cc1ccn2cc(CNS(=O)(=O)c3ccc4c(c3)OCCO4)nc2c1 | -11.6
C[C@H]1CN([C@@H](C)CO)C(=O)c2ccccc2-c2ccccc2CO[C@@H]1CN(C)C(=O)c1ccccc1 | -5.4
O=C(/C=C/c1ccccc1Cl)OCC(=O)N1CCCC1 | -37.2
O=C(O)CC1(c2ccccc2)C(=O)c2ccccc2C1=O | 8.4
Cc1cccc2nc(CSCc3ccco3)cn12 | -36.3
CCOC(=O)C1=C(C)OC(N)=C(C(=O)OCC)C1c1cccnc1 (stereo unspecified) | 5.7
O=S(=O)(Cc1ccccc1)N1CCCCN2[C@H](CO)[C@H](c3ccc(-c4ccc(F)cc4)cc3)[C@@H]2C1 | 3.4[25 µM]
COCc1c(C(=O)N(C)Cc2ccccc2N2CCCC2)oc2ccccc12 | -0.3
CCOC(=O)C1CCCN(C(=O)C2COc3ccccc3O2)C1 (stereo unspecified) | 5.9
O=S(=O)(c1ccc(N2CCN(S(=O)(=O)c3ccccc3)CC2)nc1)N1CCCC1 | 8.6
N#C[C@@H]1[C@H](c2ccccc2C2=CCCCC2)[C@@H](CO)N1C(=O)Cc1ccncc1 | 3.5[25 µM]
CN(CC(=O)NCCc1ccc(Cl)cc1)S(=O)(=O)c1cccs1 | -6.7
COc1ccc2c3c(n(C)c2c1)[C@@H](CO)N(Cc1cc(F)ccc1F)CC31CN(C(=O)C2CC2)C1 | -8.0[25 µM]
CC(=O)Nc1nc(C=C(Cl)Cl)cs1 | -6.2
Cc1ccc(NS(=O)(=O)c2ccccc2)c(NS(=O)(=O)c2ccccc2)c1 | 5.1
CCc1ccc(N(C(=O)c2csnn2)C(C(=O)NC(C)(C)CC)c2cccnc2)cc1 (stereo unspecified) | 16.7
Cc1cc(C)n(-c2ccc(C(=O)N3CCN(S(=O)(=O)c4ccc(C(C)C)cc4)CC3)cc2)n1 | -2.0
C[C@@H](NC(=O)C[C@H]1CC[C@H]2[C@H](COc3ccc(NC(=O)C4CCOCC4)cc3C(=O)N2C)O1)c1ccccc1 | -7.1[25 µM]
CC1(c2ccc(OC(F)F)cc2)NC(=O)N(CC(=O)Nc2ccc(N3CCCCC3)cc2)C1=O (stereo unspecified) | -7.8
Cc1ccc(OCCNC(=O)c2ccc(COc3ccccc3)o2)cc1 | 17.0
Cc1nc2ccc(NS(=O)(=O)c3ccccc3F)cc2s1 | 0.9
CC(C)CCOc1ccc(C(=O)NN2C(=O)NC3(CCCCC3)C2=O)cc1 | -0.3
CC(=O)NCCc1ccc(O)cc1 | 2.8
COc1ccc(NS(=O)(=O)c2cccc(C(=O)NCCc3ccc(S(N)(=O)=O)cc3)c2)cc1 | 4.7
O=C(CSc1nnc2ccc(-c3ccccn3)nn12)Nc1ccccc1F | 3.5
O=C(Nc1ccncc1)Nc1ccc(F)c(Cl)c1 | 8.4
O=C(NCC[C@@H]1CC[C@H](NC(=O)c2cccnc2)[C@H](CO)O1)Nc1ccc(C(F)(F)F)cc1 | -0.1
Cc1cc(C)c(C)c(S(=O)(=O)NC(C(=O)O)C(C)C)c1C (stereo unspecified) | 9.3
